NPR2 activator: GC-B (human) receptor activation; HEK293-GC-B cells, CNP EC30, cGMP TR-FRET; 0% at EC30 CNP, 100% saturating CNP; activation, % at 10 µM; 0.11% of 370,000 active; AID 1920062;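 active = activation at 10 µM reaching about 35% in either raw or pattern-adjusted values, limit read from the data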
Target sequence (P20594 whole entry, looked up): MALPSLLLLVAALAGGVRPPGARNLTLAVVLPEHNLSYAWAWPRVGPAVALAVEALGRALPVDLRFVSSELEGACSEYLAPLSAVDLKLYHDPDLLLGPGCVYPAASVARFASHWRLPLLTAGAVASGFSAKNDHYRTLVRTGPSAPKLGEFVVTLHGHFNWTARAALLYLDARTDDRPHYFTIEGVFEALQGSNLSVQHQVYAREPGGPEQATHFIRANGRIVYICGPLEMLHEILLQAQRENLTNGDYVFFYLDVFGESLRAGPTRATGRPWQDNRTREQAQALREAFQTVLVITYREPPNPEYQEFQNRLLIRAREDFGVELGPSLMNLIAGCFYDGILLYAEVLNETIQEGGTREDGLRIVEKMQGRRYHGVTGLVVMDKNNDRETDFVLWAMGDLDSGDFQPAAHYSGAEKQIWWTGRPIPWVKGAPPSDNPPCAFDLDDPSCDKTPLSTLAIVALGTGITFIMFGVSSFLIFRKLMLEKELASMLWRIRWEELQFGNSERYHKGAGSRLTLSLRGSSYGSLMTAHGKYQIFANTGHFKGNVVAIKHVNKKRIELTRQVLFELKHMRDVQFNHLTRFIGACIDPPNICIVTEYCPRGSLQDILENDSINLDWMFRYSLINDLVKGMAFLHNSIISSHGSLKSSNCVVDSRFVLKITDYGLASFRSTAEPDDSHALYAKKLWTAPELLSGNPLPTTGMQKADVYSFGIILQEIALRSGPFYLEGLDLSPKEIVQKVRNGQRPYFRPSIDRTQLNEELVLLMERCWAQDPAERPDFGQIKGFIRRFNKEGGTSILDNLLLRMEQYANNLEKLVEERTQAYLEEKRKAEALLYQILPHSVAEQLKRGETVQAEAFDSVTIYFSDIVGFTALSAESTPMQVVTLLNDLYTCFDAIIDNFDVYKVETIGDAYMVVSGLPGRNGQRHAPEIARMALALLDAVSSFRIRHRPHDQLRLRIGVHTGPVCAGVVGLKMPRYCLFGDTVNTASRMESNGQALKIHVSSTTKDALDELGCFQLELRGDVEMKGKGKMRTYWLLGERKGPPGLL
rCAG RNA binder: molecules binding r(CAG) RNA repeats; r(CAG) RNA repeat, TO-PRO-1 dye displacement fluorescence; inhibition, % at 3 µM; 1.3% of 370,000 active;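 active = inhibition above the plate cutoff, the mean of all test compounds on that plate plus 3 SD, cut at about 35% in these data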;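 note: 0% = DMSO alone and 100% = 100 µM mitoxantrone as full dye displacement; higher means more dye released from RNA so lower well fluorescence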
ADAM10 inh: inhibitors of human ADAM10. O14672. recombinant ADAM10, EDANS/DABCYL FRET peptide cleavage, 3 h. inhibition, % at 7 µM. 0.62% of 370,000 active. AID 720582;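 active = inhibition above a per-campaign cutoff equal to the mean of compounds falling between control-based bounds plus 3 SD, cut at about 20% in these data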;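 note: 0% = DMSO wells while the 100% control is not disclosed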
FXN GAA850 act: increases GAA850 frataxin promoter reporter activity | HEK293 lucGAA850 FXN promoter luciferase reporter, 24 h; percent of 10 µM SAHA response | activation, % at 6 µM | 0.56% of 360,000 active;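 active = activation above the average of all compounds screened plus 3 SD, cutoff fixed separately per campaign, cut at about 7.5% in these data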;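 note: 0% = DMSO wells and 100% = 10 µM SAHA wells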
sPLA2-III inh: Inhibits HGIII-sPLA2 liposome hydrolysis, primary screen; QFRET BODIPY PC-A2 liposome hydrolysis, fluorescence; inhibition, % at 12.2 µM; Q9NZ20; 0.56% of 370,000 active; AID 743126;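 active = inhibition above mean plus 3 SD of compounds lying within the high and low control bounds, cut at about 19% in these data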;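 note: 0% = median of test compound wells and 100% = no enzyme DMSO wells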
ARFGAP1 inh: inhibitors of rat ARFGAP1; Arfgap1-stimulated ARF1 GTP hydrolysis, GDP FP detection; inhibition, % at 16.5 µM; Q62848; 0.26% of 360,000 active;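 active = inhibition above a per-plate limit, mean inhibition of low control wells plus 3 SD, cut at about 25% in these data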;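 note: 0% = DMSO wells with enzyme and 100% = wells lacking Arfgap1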
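Material – truncated rat Arfgap1 GAP domain · Buffer or medium – HEPES-based buffer, pH 7.5 · Reagent – human ARF1(Δ1-17)-GTP substrate · Dosing – 16.5 µM single point, 1.26% DMSO · Schedule – GTP hydrolysis reaction 2 h at 25 °C · Technique – GDP detection by fluorescence polarization · Benchmarks – No-Arfgap1 wells (100%) versus DMSO full-reaction wells (0%) · Repeats – single replicate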
DDE Tn6 FP inh: DD(E)-Tn6 binding inhibition, primary FP screen; Fibrin DD(E) TRITC-Tn6 fluorescence polarization displacement; AID 720509; 0.21% of 370,000 active; inhibition, % at 8.3 µM;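 active = inhibition above a per-campaign cutoff: mean of compounds within control limits plus 3 SD, cut at about 15% in these data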;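 note: 0% = median of all compound wells on the plate and 100% = blocking peptide control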
proKLK7 act: activators of human kallikrein-7 zymogen; purified proKLK7, EDANS-DABCYL substrate fluorescence; 100% is mature enzyme control, 0% vehicle; 0.9% of 370,000 active; activation, % at 7 µM;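 active = activation above the mean of all tested compounds plus 3 SD, computed per campaign excluding outliers beyond control limits, cut at about 13% in these data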
NPR1 activator: GC-A (human) enzyme activation; activation, % at 10 µM; 0.14% of 370,000 active; P16066; HEK293 GC-A cells, cGMP TR-FRET, EC30 ANP; 0% at EC30 ANP, 100% saturating ANP; in the data active = activation above about 40%
ASAP1 inh: blocks human ASAP1-stimulated Arf1 GTP hydrolysis; AID 624377; inhibition, % at 16.5 µM; 0.19% of 360,000 active; GDP FP detection; Q9ULH1; in the data active = inhibition above about 25%;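 note: 0% = vehicle with enzyme and substrate and 100% = no enzyme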
Numbers without * were called inactive; i = inactive; / = not tested or not shown. The order is random; about 4.5% have a hit in one of these screens.

SMILES	NPR2 activator	rCAG RNA binder	ADAM10 inh	FXN GAA850 act	sPLA2-III inh	ARFGAP1 inh	DDE Tn6 FP inh	proKLK7 act	NPR1 activator	ASAP1 inh
O=C(c1cc(C2CC2)nn1-c1ccccc1)N1CCN(S(=O)(=O)c2cccc(F)c2)CC1	-11	0	10	2.8	-7	-6	3	-0.1	-14	-12
Cc1cccc(CN2CCN(c3nc4nonc4nc3NC3CC3)CC2=O)c1	-1	-3	-17	-0.2	12	1	-6	0.6	-1	6
COc1ccc(NC(=O)N(CCC(C)C)C(C)c2ccccn2)c(OC)c1 (stereo not drawn)	4	0	-2	-0.7	2	7	12	0.6	-2	3
COc1ccc2[nH]c3c(c2c1)CCN1C(=O)N([C@@H](C)C(=O)NC2CCCC2)C(=O)[C@]31C	-15	2	-17	-2.1	-20	0	9	-0.1	-2	11
COc1ccc(OC)c(NC(=O)c2cc(-c3cc(C)cc(C)c3O)n[nH]2)c1	-5	2	-7	0.5	8	6	4	-0.6	7	5
CN1C(=O)/C(=C/c2ccc(OCc3ccc(F)cc3)cc2)N(C)C1=S	1	1	-5	0.3	-1	3	-11	0.4	4	8
CCOC(=O)C1(CCOc2ccccc2)CCN(Cc2cccs2)CC1	-2	-8	-9	-0.1	-3	6	11	-0.2	0	-1
Cc1cc(S(=O)(=O)N2CCN(Cc3ccc4c(c3)OCO4)CC2)cc(C)c1N1CCCC1=O	-11	1	6	-1.8	4	-4	0	-0.6	-8	9
COc1ccc(NC(=O)C2CCCN2C(=O)OCc2ccccc2)c(OC)c1 (stereo not drawn)	1	-9	1	0.1	6	3	-6	-0.5	-1	-14
COc1ccc(OC)c(/C=C2\SC(=S)N(NS(=O)(=O)c3ccc(C)cc3)C2=O)c1	-1	84*	7	2.1	-32	-2	1	0.2	-7	-10
COc1ccc(NS(=O)(=O)c2c(C)[nH]c(C)c2C(=O)N2CCCCC2)cc1Cl	-5	1	4	0.9	1	4	-5	-0.3	-10	12
O=C(CCn1c(=O)oc2ccccc21)Nc1ccc(N2CCOCC2)cc1	-2	-3	-2	2.0	4	0	0	-0.6	3	6
CCC(C)[C@H]1CNCCN1CCC12CC3CC(CC(C3)C1)C2 (stereo partly drawn)	6	5	4	2.0	12	5	-1	0.4	0	-6
c1cc2c(cc1CNc1ccc(N3CCOCC3)cc1)OCO2	5	8	-67	1.6	8	-2	-1	-7.7	-1	5
O=C(OCC(=O)N1CCCCCC1)c1ccc([N+](=O)[O-])cc1Cl	-2	-6	-22	1.0	6	-1	2	0.1	1	-4
O=C(CCn1c(=S)oc2ccccc21)N1CCCCC1	0	-1	-6	1.6	1	1	6	0.2	-1	6
OCCNCCOc1ccccc1F	2	-2	1	-1.1	8	2	-1	0.4	-1	4
O=C(CCc1ccccn1)N1CCCC(N2CCN(c3cccc(C(F)(F)F)c3)CC2)C1 (stereo not drawn)	8	-6	1	-0.8	-3	-4	3	0.9	1	-5
Cc1cc([N+](=O)[O-])cc(/C=N\NC(=O)C2COc3ccccc3O2)c1O (stereo not drawn)	-2	10	6	-4.5	-6	-1	2	-0.2	-4	5
Cn1c2ccccc2c2cnn(CC(=O)N3CCCCC3)c(=O)c21	2	-2	-26	2.1	-5	-1	1	-0.2	2	4
N#CC1CCCc2c1[nH]c1ccc([N+](=O)[O-])cc21 (stereo not drawn)	-3	2	7	1.2	12	4	3	0.0	3	0
COC(=O)C1(C)NC(c2ccc(O)cc2)C2C(=O)N(c3ccc4c(c3)OCCO4)C(=O)C21 (stereo not drawn)	1	2	1	0.2	-2	2	-1	0.5	1	-9
CC(=O)c1cccc(-c2cnc3c(NC=O)cc(-c4cccc(C(=O)N(C)C)c4)cn23)c1	3	10	-23	2.0	6	7	-4	-0.7	0	17
CCc1nc(-c2ccc(C)nc2OC)no1	-11	1	-1	1.4	-1	-4	5	-0.3	-5	-3
COc1ccccc1/C=N/Nc1cc(N(C)C)nc(N(C)C)n1	-9	-2	-6	0.8	9	-9	0	0.3	-1	-4
O=C(CCN1CCc2ccccc2C1)Nc1ccc(F)c(F)c1	3	-6	-7	2.1	-2	-5	-1	0.3	-4	5
COc1ccc(CC(=O)Nc2cccc(-c3ccc4nnc(C)n4n3)c2)cc1	-4	3	-14	0.7	2	3	-10	0.1	2	4
Cc1ccc(C(C)(C)C)c(OCCCn2ccnc2)c1	4	-9	-3	1.4	-27	3	-1	0.1	-4	3
COC(=O)C1=CN(C2CC2)C=C(C(=O)OC)C1c1ccccc1OC	5	-2	i	-2.5	-3	-3	6	37*	-2	-1
Nc1ccc(Oc2ccc(N)c([N+](=O)[O-])c2)cc1[N+](=O)[O-]	0	5	8	2.0	-6	8	-8	-0.6	-6	9
CCOc1cccc(CN2CCC(n3nccc3NC(=O)CCCc3ccccc3)CC2)c1	-8	-8	-1	-1.2	-17	2	3	0.1	-5	4
COc1ccccc1CCn1cc(C#N)c(=O)[nH]c1=O	-8	1	0	1.1	-2	11	4	0.8	-4	1
O=C(NCc1ccc2c(c1)OCO2)Nc1cccc(Cl)c1	-4	1	13	4.1	-7	13	-2	-0.4	2	14
O=C(C(=O)N1CCN(C(=O)OCc2ccccc2)CC1)c1cccnc1	2	0	-6	/	1	4	8	0.7	-1	7
C=C(Br)CN1CCN(CC(=C)Br)CC1	0	0	4	-0.2	4	5	-6	-0.5	-2	0
O=C(OCC(=O)N1CCOCC1)c1cc(S(=O)(=O)N2CCOCC2)c(Cl)cc1Cl	-1	0	2	0.9	0	0	-5	-0.3	5	1
C=CCN(C(=O)CN1CCCCC1)c1nc(-c2ccccc2)cs1	0	0	-7	4.2	-6	5	2	0.1	-3	9
CC(C)OC(=O)Cn1c(-c2ccccc2)c(-c2ccccc2)nnc1=O	-1	-6	-1	0.9	-5	0	-3	2.3	1	2
Cc1ccc(-n2ncc3c(=O)[nH]c(SCC(=O)N4CCCCC4)nc32)cc1	-1	7	2	-0.8	-3	2	1	0.7	-3	-6
CCN1C(=O)C(O)(CC(=O)C(C)(C)C)c2cc(Br)ccc21 (stereo not drawn)	-7	-2	-7	0.8	4	-5	-1	0.2	-7	8
Cc1ccc(C(=O)Nc2nc3n(n2)C(c2ccccc2)CC(=O)N3)cc1 (stereo not drawn)	6	0	-7	-0.5	12	4	1	-0.3	4	-4
CCCc1nn(C)c(C(=O)Nc2cccc(Cl)c2)c1Cl	1	-5	10	-7.4	10	-7	-11	-0.7	11	-1
CC(C)[C@H](NC(=O)c1ccccc1)C(=O)NC1CCCCCCC1	2	2	-14	-1.1	7	-5	3	-0.7	1	2
O=C(c1cc(-c2ccncc2)nc2ccccc12)N1CCOCC1	0	-3	-14	1.5	11	12	-1	-0.2	-2	13
O=C(NCCCc1ccccc1)[C@H](Cc1c[nH]c2ccccc12)NC1(C(=O)NCCc2c[nH]c3ccccc23)CCOCC1	-8	/	12	/	-83	/	3	/	-9	/

Compound profiles (already shown). Screens in order: NPR2 activator	rCAG RNA binder	ADAM10 inh	FXN GAA850 act	sPLA2-III inh	ARFGAP1 inh	DDE Tn6 FP inh	proKLK7 act	NPR1 activator	ASAP1 inh
Results for O=C(NCc1ccc2c(c1)OCO2)Nc1cccc(Cl)c1 : -4	1	13	4.1	-7	13	-2	-0.4	2	14
Results for CCOc1cccc(CN2CCC(n3nccc3NC(=O)CCCc3ccccc3)CC2)c1 : -8	-8	-1	-1.2	-17	2	3	0.1	-5	4
Results for COc1ccccc1CCn1cc(C#N)c(=O)[nH]c1=O : -8	1	0	1.1	-2	11	4	0.8	-4	1
Results for CCN1C(=O)C(O)(CC(=O)C(C)(C)C)c2cc(Br)ccc21 (stereo not drawn) : -7	-2	-7	0.8	4	-5	-1	0.2	-7	8

Next entries:
SMILES	NPR2 activator	rCAG RNA binder	ADAM10 inh	FXN GAA850 act	sPLA2-III inh	ARFGAP1 inh	DDE Tn6 FP inh	proKLK7 act	NPR1 activator	ASAP1 inh
CCCCN(Cc1cc2cccc(C)c2[nH]c1=O)S(C)(=O)=O	0	4	-12	2.2	-1	3	-9	0.3	2	-4
Cc1ccc(OCC(=O)NNC(=O)Cc2ccc(S(=O)(=O)N3CCOCC3)s2)cc1	-2	27	5	1.6	-37	10	-3	-0.5	0	-4
COc1ncnc(-c2ccccc2)c1-c1ccccc1	0	-5	3	1.0	-2	-6	5	-0.5	3	3
COc1ccccc1CCn1c(N)c(C#N)c2nc3ccccc3nc21	-5	6	i	0.7	-19	8	1	-70	-5	9
O=C(c1cc2c(s1)CCC2)N1CCN(c2ccccc2)CC1	2	14	4	2.5	-7	-6	-2	-0.1	-9	-4
CC(C)(C)c1csc(NC(=O)CS(=O)(=O)c2ccccc2)n1	-8	0	3	7.9*	-23	-5	6	-0.4	2	-6
O=C(c1ccc(S(=O)(=O)Nc2ccccc2)cc1)N1CCCCCCC1	-1	-4	-9	0.8	-6	11	-5	0.7	2	14
O=C(O)c1ccc(-n2c(-c3ccccc3)n[nH]c2=S)cc1	0	-2	3	2.0	-1	5	1	0.1	0	4
COc1cccc(CN(C(=O)c2cccs2)C2CCS(=O)(=O)C2)c1 (stereo not drawn)	2	0	4	0.4	2	6	2	0.3	-1	-7
COc1ccc(CCNC(=O)Nc2ccc3nc([C@@H]4O[C@H](CO)[C@@H](O)[C@H](O)[C@H]4O)[nH]c3c2)cc1Br	-1	7	-6	-1.6	-4	10	-3	-0.2	0	-1
O=C(CSc1nnc(CNC(=O)c2ccc(F)cc2)o1)NCC1CCCO1 (stereo not drawn)	-3	-4	-12	1.8	7	15	-4	0.0	5	7
Cc1n[nH]c(=S)n1/N=C/c1ccc(OCc2ccc(Cl)cc2)cc1	2	6	7	0.1	2	11	-1	0.6	1	3
CCCC(C(=O)NCc1ccccc1)N(C(=O)Cn1nnc(-c2cccs2)n1)c1ccc2c(c1)OCCO2 (stereo not drawn)	-7	0	-1	1.0	0	-6	0	-0.5	-4	-9
O=C(Nc1ccc(S(=O)(=O)N2CCCC2)cc1)Nc1ccc(F)cc1F	-1	10	7	0.5	-23	-2	-5	0.1	-1	11
COc1ccc(CNC(=O)CS(=O)Cc2nc(-c3ccc(OC)c(OC)c3)oc2C)cc1 (stereo not drawn)	2	-2	-4	0.8	-5	9	-5	0.6	-6	5
Cc1nc2c(C)cccc2cc1C(=O)N/N=C/c1ccc(O)cc1	-2	10	0	0.4	-8	-11	7	0.4	-1	-1
COc1ccc(NC2CC(=O)N(c3cc([N+](=O)[O-])ccc3C)C2=O)cc1 (stereo not drawn)	-1	4	8	1.4	-3	0	4	-1.0	0	9
COc1ccc(NC(=O)CSc2nnc(-c3cccnc3)o2)c(OC)c1	2	-1	2	1.8	15	5	-6	-0.1	-2	-1
COc1ccc(C(=S)N2CCCCC2)cc1Br	-4	0	7	1.8	5	-2	7	-0.3	-1	-6
CN(Cc1ccc(Cl)cc1)C(=O)c1ccc(S(=O)(=O)NCc2ccco2)cc1	-1	5	-16	0.8	-25	9	-1	0.4	0	4
C/C(=N\NS(=O)(=O)c1cccc([N+](=O)[O-])c1)c1cc2ccccc2o1	-2	6	-1	0.8	4	0	-14	-0.2	1	5
CCOC(=O)c1c(NC(=O)CSc2nnc(CNC(=O)c3ccco3)n2C)sc2c1CCC2	-3	0	12	-1.1	-25	-1	-13	-0.1	-6	-3

Compound activity: PubChem BioAssay, several laboratories
